# Assay outcomes: PubChem BioAssay, several laboratories
# SUMO1-SIM PPI: modulators of human SUMO1-mediated protein-protein interactions; inhibition, % at 20 µM; SUMO1 binding to a labelled peptide, TR-FRET, 1 h; P63165; actives 0.33% (n = 360,000); in the data active means inhibition above about 37%
# Target sequence (P63165 whole entry, looked up): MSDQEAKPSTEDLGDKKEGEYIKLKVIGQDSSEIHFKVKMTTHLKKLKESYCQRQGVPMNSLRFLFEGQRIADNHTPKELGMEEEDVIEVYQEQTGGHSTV
# MLLE-PAM2 inh: blocks PAM2 peptide binding to the PABP1 MLLE domain | P11940 | GST-MLLE / FITC-PAM2 fluorescence polarization | inhibition, % at 20 µM | actives 0.36% (n = 360,000) | AID 588489; in the data active means inhibition above about 35%, passing the limit was not always enough;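 further: plate controls were DMSO wells with GST-MLLE for no effect and wells lacking GST-MLLE protein for full effect; some results filed as inactive read as strong as hits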
# TbMetRS inhib: blocks T. brucei methionyl-tRNA synthetase activity; purified T. brucei MetRS, ATP depletion, Kinase-Glo luminescence; inhibition, % at 11.9 µM; actives 0.4% (n = 360,000);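 active means inhibition above a per-plate cutoff of the control wells' mean inhibition plus 3 SD, cut at about 5.5% in these data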;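 further: 0% = DMSO wells median and 100% = median of wells with control inhibitor compound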
#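 assay system = parasite MetRS enzyme | timing = 15 min preincubation, 2 h reaction, all 25 °C | evaluation = percent inhibition relative to median high and low control wells | medium = HEPES buffer containing pyrophosphatase, BSA, spermine, DTT | compound = single dose, 11.9 µM final nominal, 0.9% final DMSO | detection = Kinase-Glo luminescence, ATP depletion format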
# STEP inh: inhibitors of human striatal-enriched phosphatase STEP | recombinant STEP, OMFP fluorogenic substrate, fluorescence | inhibition, % at 20 µM | actives 0.25% (n = 360,000) | AID 588621;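 active means inhibition at 20 µM, scaled per plate between control wells, above about 37%, limit read from the data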;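 further: 0% = DMSO with enzyme and substrate and 100% = substrate only without enzyme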
# Target sequence (P54829 whole entry, looked up): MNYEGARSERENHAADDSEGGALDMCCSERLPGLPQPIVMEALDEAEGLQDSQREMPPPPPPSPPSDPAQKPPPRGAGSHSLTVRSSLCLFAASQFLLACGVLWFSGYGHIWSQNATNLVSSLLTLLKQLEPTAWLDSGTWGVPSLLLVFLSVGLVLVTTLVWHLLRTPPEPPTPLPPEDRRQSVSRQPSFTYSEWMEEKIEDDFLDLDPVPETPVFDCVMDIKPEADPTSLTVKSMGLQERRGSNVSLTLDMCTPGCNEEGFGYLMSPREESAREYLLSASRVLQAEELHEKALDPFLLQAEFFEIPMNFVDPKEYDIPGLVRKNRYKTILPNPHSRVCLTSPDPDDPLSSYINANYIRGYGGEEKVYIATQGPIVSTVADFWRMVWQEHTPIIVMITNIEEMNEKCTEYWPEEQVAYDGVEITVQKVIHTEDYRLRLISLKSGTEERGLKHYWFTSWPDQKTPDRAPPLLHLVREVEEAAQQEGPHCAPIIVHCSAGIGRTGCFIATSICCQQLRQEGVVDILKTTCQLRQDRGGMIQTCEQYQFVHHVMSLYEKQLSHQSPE
#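 Assay system: isolated STEP enzyme. Buffer or medium: pH 6.0 Bis-Tris with DTT and Tween 20. Also added: fluorogenic phosphatase substrate OMFP at 25 µM final. Dosing: 20 µM, 1% DMSO. Timing: 20 min reaction, room temperature, in the dark. Measured by: fluorescence intensity, excitation 480 nm, emission 540 nm. Evaluation: normalized % inhibition.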
# DNMT1 block: DNMT1 (human) enzyme inhibition; P26358; DNMT1 molecular beacon, Hinp1I cleavage, fluorescence; inhibition (reported as % activation of signal), % at 10 µM; actives 0.83% (n = 360,000); AID 588458; in the data active means inhibition above about 50%
# NadD inh: inhibitors of Staphylococcus aureus NadD. purified NadD enzyme, colorimetric absorbance read-out. inhibition, % at 20 µM. actives 0.78% (n = 360,000); in the data active means inhibition above about 26%; further: some compounds past the cut are filed as inactive
# Rpn11 inh: blocks the human proteasome subunit Rpn11 | O00487 | human 26S proteasome, Ub4-pepOG fluorescence polarization; 20S core pre-blocked with epoxomicin | calls only at 20 µM | actives 0.59% (n = 360,000);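 active means inhibition at 20 µM, scaled to each plate's controls, above about 33%, limit read from the data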
# CSN deneddyl inh: blocks human CSN-mediated cullin deneddylation; Q92905; Purified CSN, SCF-Nedd8-OG deneddylation, fluorescence polarization; inhibition, % at 12.5 µM; actives 0.38% (n = 360,000); AID 651999;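 active means pattern-corrected inhibition above about 35%, with an unprinted fluorescence ratio check between 0.5 and 1.5, limit read from the data, passing the limit was not always enough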;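 further: 0% = enzyme with substrate and 100% = substrate without enzyme; some results filed as inactive read as strong as hits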
#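 Material: human Csn5 produced in HEK293T cells; Input: enzyme 0.24 nM; Reagent: SCFSkp2-Nedd8OG substrate at 10 nM final; Dosing: 12.5 µM compound; Incubation: 90 min reaction at room temperature; Detection: fluorescence polarization of the substrate; Evaluation: % inhibition of substrate cleavage by Csn5; Control set: substrate-only high control, full reaction low control.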
# Scp-1 inhibitor: blocks human Scp-1 phosphatase activity | Q9GZU7 | Recombinant Scp1, phosphopeptide, malachite green phosphate absorbance | inhibition, % at 20 µM | actives 0.88% (n = 340,000);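 active means inhibition above about 50% at 20 µM, limit read from the data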;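 further: plate controls were DMSO wells with enzyme for no effect and wells lacking enzyme for full effect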
# Target sequence (Q9GZU7 76-261 limits assumed): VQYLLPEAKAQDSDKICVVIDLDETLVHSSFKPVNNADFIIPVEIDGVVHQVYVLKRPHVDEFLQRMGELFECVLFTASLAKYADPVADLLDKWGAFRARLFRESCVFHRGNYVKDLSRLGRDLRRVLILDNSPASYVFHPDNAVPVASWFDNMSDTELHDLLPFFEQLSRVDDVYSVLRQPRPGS
#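 Material: truncated SCP-1 phosphatase (76-261aa) / Buffer or medium: 50 mM Tris acetate pH 5.5, 0.005% Tween-20, 10 mM MgCl2 / Compound dosing: one concentration, 20 µM, with 1.0% DMSO / Incubation: 45 min room-temperature reaction, 5 min colour, 30 min stabiliser / Detection: colorimetric free-phosphate detection, absorbance 630 nm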
# LMPTP block: blocks human LMPTP phosphatase; inhibition, % at 20 µM; P24666; recombinant LMPTP-A, OMFP fluorogenic substrate, fluorescence intensity; AID 651560; actives 0.22% (n = 360,000);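 active means compounds that cut the enzyme signal by at least half of the control window in the single-dose screen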;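 further: plate controls were DMSO wells with enzyme plus substrate for no effect and substrate without enzyme for full effect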
# Target sequence (P24666 whole entry, looked up): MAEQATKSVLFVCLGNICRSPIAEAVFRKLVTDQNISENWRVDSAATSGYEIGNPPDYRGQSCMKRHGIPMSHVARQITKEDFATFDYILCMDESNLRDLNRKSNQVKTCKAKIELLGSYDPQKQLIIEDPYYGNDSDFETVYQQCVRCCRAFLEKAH
#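 Buffer or medium: Bis-Tris pH 6.0, DTT, detergent; Assay system: LMPTP-A enzyme; Quantity: 0.625 nM enzyme; Detection: endpoint fluorescence intensity; Times: 50 min dark incubation at room temperature; Controls: substrate-only low control, DMSO enzyme-plus-substrate high control; Doses: single 20 µM dose; Read-out: percent inhibition versus substrate-only and uninhibited controls; Reagent: 400 µM OMFP.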
# The depositor's hits bear a star; i = inactive; . = no result given.
SMILES,SUMO1-SIM PPI,MLLE-PAM2 inh,TbMetRS inhib,STEP inh,DNMT1 block,NadD inh,Rpn11 inh,CSN deneddyl inh,Scp-1 inhibitor,LMPTP block
O=C(CC(=O)N/N=C\c1cccc(Cl)c1Cl)NCc1ccccc1,-2,8,-0.5,-1,5,-7,i,-1,1,-1.2
CC(C)OP(=O)(OC(C)C)C(Nc1ccc(C(=O)O)cc1)c1ccccc1 (stereo not drawn),2,-3,-0.8,-1,-1,-3,i,-4,2,-0.8
CC(=O)NCCC(=O)Nc1nc2ccc(Oc3ccccc3)cc2s1,7,2,-0.6,2,-7,-6,i,0,-1,0.8
Nc1nccc2c1ncn2C1OC(CO)C(O)C1O (stereo not drawn),2,-4,0.0,1,1,-3,i,5,.,-0.3
CCCC(=O)N1CCN(c2ccc([N+](=O)[O-])c(NC(C)c3ccccc3)c2)CC1 (stereo not drawn),-28,-8,-0.7,5,-7,-3,i,-4,-8,2.5
COc1cccc(-c2cc(C(=O)N3CCc4ccccc4C3)no2)c1,1,-19,0.1,0,-8,-5,i,3,-9,0.9
CC(=O)Nc1sc(C)c(C)c1C(=O)OCC(=O)N(CC(C)C)C1CCS(=O)(=O)C1 (stereo not drawn),-1,3,-0.8,1,2,4,i,-18,-8,-0.7
COc1ccc(-c2ccc(=O)n(CC(=O)Nc3ccc4c(c3)OCCO4)n2)cc1,5,6,-0.1,-1,-2,-9,i,5,8,-1.3
CCOc1nc2cnccc2n(CC(=O)Nc2cccc(C)c2C)c1=O,3,3,-0.2,0,0,6,i,-4,-5,-1.8
Cc1cccc(C)c1NC(=O)C(c1ccccc1)N(C)CCc1ccccc1 (stereo not drawn),-2,4,1.2,2,6,-2,i,-2,.,-0.1
OC(COc1c(F)cc(Br)cc1F)CN1CCOCC1 (stereo not drawn),33,9,-1.0,-1,-1,2,i,-3,-14,-2.3
COC(=O)c1cc(C(=O)Nc2cc(C)ccn2)cc([N+](=O)[O-])c1,-7,2,-1.1,1,5,-19,i,1,24,-1.3
COc1ccc(CCC(=O)NC2CCC(C)CC2)cc1 (stereo not drawn),-1,11,-0.4,2,1,-1,i,0,2,-0.3
Nc1cc(=O)[nH]c(SCC(=O)Nc2ccc(Br)cc2)n1,3,6,0.8,3,-1,-1,i,3,-4,0.0
N=c1occ(C(=O)c2cc(F)ccc2O)cc1C(=O)NC1CCCCC1,1,-9,0.7,1,3,1,i,-6,-10,-0.4
COc1ccc(N2CC(C(=O)NCc3nnnn3-c3ccc(C)c(C)c3)CC2=O)cc1 (stereo not drawn),-3,3,-0.8,-1,0,-1,i,-5,13,-1.6
CC(=O)NC(Cc1ccc(F)cc1)C(=O)O (stereo not drawn),-3,-5,0.0,0,2,-7,i,-1,0,-1.0
O=C(NNC(=O)c1ccc[nH]1)Nc1cc(Cl)cc(Cl)c1,1,-3,1.0,-2,-1,-7,i,-2,-1,-0.5
COc1ccc(-n2nc(C(=O)NCC(=O)NCCN(C)C)c3ccccc3c2=O)cc1,-19,1,-1.5,-2,-1,-9,i,-1,-10,0.0
COc1ccc(Cn2nnc3c(=O)[nH]c(C4CCCN(C(=O)c5ccccc5)C4)nc32)cc1 (stereo not drawn),5,8,0.1,-1,2,-1,i,1,0,0.0
Cc1cc(C)n(CC(O)COc2ccccc2[N+](=O)[O-])n1 (stereo not drawn),-5,8,-0.2,-3,-4,-3,i,-4,-6,-1.5
COc1ccc(C=C2SC(=S)NC2=O)cc1,-7,0,0.0,-4,-1,1,i,-2,11,-1.6
COc1cc(-c2nc3n(n2)C(c2ccc(F)cc2)C2=C(CCCC2=O)N3)cc(OC)c1OC (stereo not drawn),10,-9,-1.1,3,-2,-1,i,3,-7,1.4
COc1ccccc1C(=O)OCC(=O)NCCNC(=O)COC(=O)c1ccccc1OC,1,-18,0.1,-1,-1,-11,i,2,-5,-0.4
CNC(=O)c1ccccc1NC(=O)c1cccc(S(=O)(=O)N2CCCCC2)c1,1,2,-0.9,0,0,-3,i,0,-7,-0.4
Cc1cc(C)cc(Cn2cc(CN3CC(N4CCCC4)CS3(=O)=O)nn2)c1 (stereo not drawn),-1,.,0.0,.,.,3,.,-8,.,0.8
COc1ccccc1NC(c1cccnc1)c1ccc2cccnc2c1O (stereo not drawn),-8,27,-0.8,-1,1,19,i,0,-10,-1.3
CCOc1ccccc1C(=O)NCC(=O)NCC(c1ccco1)N1CCCCC1 (stereo not drawn),11,5,-0.7,1,5,-10,i,-1,-1,-0.8
COc1ccc(CCNC(=O)C2CCCN(S(=O)(=O)c3ccc(F)cc3)C2)cc1OC (stereo not drawn),5,3,-0.4,0,3,-5,i,-2,0,0.4
Cc1cccc(OCC(=O)Nc2nnn(C)n2)c1C,0,0,1.1,-2,0,5,i,-4,-6,-0.4

# Sorted by molar mass (descending): part of the list above.
SMILES,SUMO1-SIM PPI,MLLE-PAM2 inh,TbMetRS inhib,STEP inh,DNMT1 block,NadD inh,Rpn11 inh,CSN deneddyl inh,Scp-1 inhibitor,LMPTP block
COc1ccc(CCNC(=O)C2CCCN(S(=O)(=O)c3ccc(F)cc3)C2)cc1OC (stereo not drawn),5,3,-0.4,0,3,-5,i,-2,0,0.4
COc1cc(-c2nc3n(n2)C(c2ccc(F)cc2)C2=C(CCCC2=O)N3)cc(OC)c1OC (stereo not drawn),10,-9,-1.1,3,-2,-1,i,3,-7,1.4
CCOc1ccccc1C(=O)NCC(=O)NCC(c1ccco1)N1CCCCC1 (stereo not drawn),11,5,-0.7,1,5,-10,i,-1,-1,-0.8

# Taken from above:
# NadD inh with O=C(NNC(=O)c1ccc[nH]1)Nc1cc(Cl)cc(Cl)c1 = -7
# LMPTP block with Cc1cccc(OCC(=O)Nc2nnn(C)n2)c1C = -0.4

# Following part
SMILES,SUMO1-SIM PPI,MLLE-PAM2 inh,TbMetRS inhib,STEP inh,DNMT1 block,NadD inh,Rpn11 inh,CSN deneddyl inh,Scp-1 inhibitor,LMPTP block
Cc1cccc(C(O)c2ncc(-c3ccc(F)cc3)[nH]2)c1C (stereo not drawn),2,-7,-0.4,0,2,-6,i,5,.,-1.0
Cc1cc(C(=O)Nc2ccc([N+](=O)[O-])cn2)cs1,-29,-6,0.3,1,6,-4,i,-2,-4,0.4
COc1cc(CNc2ccc3[nH]c(=O)[nH]c3c2)cc(Br)c1OCc1ccccc1F,2,-4,0.2,2,9,-2,i,-5,-5,1.2
COc1ccc(C(=O)OCc2c(-c3cccc(OC)c3)ncc3ccccc23)cc1,7,-1,0.0,-1,-11,2,i,2,5,5.9
OC(CN1CCCCC1)Cn1c(C(F)(F)F)nc2ccccc21 (stereo not drawn),-2,4,-0.7,-1,-2,-1,i,-4,-11,-3.4
C[C@@H]1C=C[C@](Cc2ccccc2)(C(=O)O)N1C(=O)c1ccccc1,2,5,-0.2,-1,0,-5,i,2,25,-1.2
CC1CCN(S(=O)(=O)c2ccc3c(c2)N(CC(=O)NCCCN2C(C)CCCC2C)C(=O)CO3)CC1 (stereo not drawn),-17,-2,-0.4,-1,0,-1,i,-3,-6,-2.2
O=C(NCCSCc1ccccc1)c1ccc(Cl)c(S(=O)(=O)N2CCOCC2)c1,2,14,0.4,-2,-1,-2,i,5,-2,1.0
NS(=O)(=O)c1ccc(N/N=C2/CCCCC2C2CCCCC2)c([N+](=O)[O-])c1 (stereo not drawn),-22,7,-1.0,1,-3,2,i,-5,0,4.8
COc1cc2ccccc2cc1C(=O)N1CCN(c2ccccn2)CC1,1,2,2.3,-1,-3,-3,i,3,-6,-0.5
COC(=O)c1cccnc1-n1c(=O)c2cccnc2n(Cc2ccc([N+](=O)[O-])cc2)c1=O,-8,0,-0.7,0,-2,-6,i,0,-2,-1.3
O=C(COC(=O)c1n[nH]c2ccccc12)Nc1ccc(S(=O)(=O)N2CCCC2)cc1,-4,-21,-0.4,-5,-2,0,i,4,-10,0.6
Cc1cccc(C(=O)NCCNC(=O)c2cnccn2)c1,-1,3,-0.4,0,2,1,i,-2,-10,0.3
O=C(O)C1=CC[C@@H](c2ccc(Cl)cc2)N(S(=O)(=O)c2ccc(Cl)cc2)C1,5,-4,0.1,4,0,-1,i,-2,-5,0.0
COC(=O)c1scc2c(=O)cc(C(F)(F)F)[nH]c12,-9,56*,0.3,0,7,1,i,-6,9,-1.2
Clc1nc(CN2CCCCC2)nc2sc3c(c12)CCCC3,11,-4,-0.5,0,16,9,i,3,-4,0.2
O=C(NNC(=O)c1ccccc1Cl)c1ccc(-n2cncn2)c([N+](=O)[O-])c1,-31,10,7.8*,-2,5,-5,i,3,-24,-1.9
CCc1ccc(NC(=O)c2cc(-c3ccc(OC)cc3)on2)cc1,-2,3,-0.6,-1,14,1,i,-7,-9,-2.1
Cc1ccc(C)c(N2CCN(Cc3nnnn3C3CCCCC3)CC2)c1,-1,-11,1.2,7,0,-4,i,-2,5,1.6
CCOC(=O)c1nc2sc3c(c2c(=O)n1C(C)C(=O)OCC)CCCC3 (stereo not drawn),-6,-15,-0.1,5,4,-6,i,2,-13,2.8
Cc1cc(C)c(S(=O)(=O)Cc2ccc(Cl)cc2)c(=O)[nH]1,3,1,-1.0,2,3,2,i,-13,6,-0.4
NS(=O)(=O)c1cccc(NC(=O)CCCNC(=O)c2ccc(Cl)cc2)c1,6,3,3.5,-3,5,-4,i,1,2,-1.3
CCOC(=O)C1C(=O)CC(C)(O)C(C(=O)OCC)C1c1ccc2c(c1)OCO2 (stereo not drawn),0,4,-1.0,0,1,-8,i,3,-5,0.2
CC1=NN(C(=O)CSCc2ccccc2)C(O)(c2ccccc2)C1 (stereo not drawn),-2,-5,-0.9,-2,7,-7,i,7,-12,-0.8
Cc1ccc(CNC(=O)CCCNC(=O)c2ccc(Cl)cc2)n1C,2,-1,-0.4,2,-26,12,i,-1,2,3.5
c1ccc(CN2CCN(Cc3nnc(-c4ccccc4)o3)CC2)cc1,-2,-3,-0.6,-3,-3,-11,i,1,-11,-3.0
